# From PubChem BioAssay
# LEDGF integ inh: blocks HIV-1 LEDGF/p75-dependent DNA integration; inhibition, % at 3.7 µM; TR-FRET IN-LEDGF/p75 DNA integration, Eu/Cy5; hit rate 0.64% among 370,000; AID 743269;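 active = inhibition above the screen-wide mean plus 3 SD, cut at about 13% in these data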;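 note: signal is the Cy5 over europium emission ratio at 671 and 618 nm; 0% = plate median of compound wells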
# Tn7 DDE FP: disrupts Tn7 cyclic peptide binding to fibrin D-Dimer-E complex. P02675. FP displacement of FITC-Tn7 peptide from fibrin DD(E); 0% = median of compound wells per plate. inhibition, % at 8.3 µM. hit rate 0.13% among 370,000;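 active = inhibition above the mean of compounds falling within the control limits plus 3 SD of them, cut at about 14% in these data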;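 note: 0% = plate median of compound wells and 100% = 10 µM Aha-Tn7 peptide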
#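 Assay system: Human fibrin DD(E) protein | Medium: Tris buffer with calcium and detergent, pH 7.8 | Reagent: 0.1 µM fluorescent Tn7 | Compound dosing: Single point at 8.3 µM | Times: 10 min preincubation, 3 h with tracer, room temperature | Detection: Fluorescence polarization of the labelled Tn7 tracer | Controls: Aha-Tn7 high control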
# ADAM10 inh: inhibits human ADAM10; AID 720582; inhibition, % at 7 µM; O14672; recombinant ADAM10, EDANS/DABCYL FRET peptide cleavage, 3 h; hit rate 0.62% among 370,000;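 active = inhibition above a per-campaign cutoff equal to the mean of compounds falling between control-based bounds plus 3 SD, cut at about 20% in these data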;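 note: 0% = DMSO wells while the 100% control is not disclosed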
# TDP2 inh: blocks human TDP2 phosphodiesterase activity; AID 720702; recombinant TDP2, T5PNP hydrolysis, p-nitrophenol absorbance 415 nm; inhibition, % at 12.8 µM; hit rate 0.34% among 370,000;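 active = inhibition above the mean of all tested compounds plus 3 SD, set per campaign, cut at about 25% in these data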;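 note: 0% = DMSO with enzyme and 100% = buffer with substrate but no TDP2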
#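 Evaluation: % inhibition relative to enzyme-containing and enzyme-free wells. Material: recombinant human TDP2. Benchmarks: enzyme-free and DMSO wells. Timing: enzyme reaction with compound for 2 h at 37 °C. Compound dosing: 12.8 µM only. Measured by: p-Nitrophenol epi absorbance. Reagent: T5PNP substrate at 5 mM, a TopII-DNA adduct mimic. Replication: single well per compound.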
# PLCg1 inh: inhibitors of human phospholipase C gamma1 | inhibition, % at 12.2 µM | purified PLC-gamma1, fluorogenic substrate, fluorescence | hit rate 0.84% among 370,000 | P19174; in the data active = inhibition above about 9.5%
# ASAP1 inh: blocks human ASAP1-stimulated Arf1 GTP hydrolysis | Q9ULH1 | GDP FP detection | inhibition, % at 16.5 µM | hit rate 0.19% among 360,000 | AID 624377; in the data active = inhibition above about 25%;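 note: 0% = vehicle with enzyme and substrate and 100% = no enzyme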
# DDE Tn6 FP inh: inhibitors of Tn6 peptide binding to human fibrin DD(E) | P02675 | Fibrin DD(E) TRITC-Tn6 fluorescence polarization displacement | inhibition, % at 8.3 µM | hit rate 0.21% among 370,000 | AID 720509;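 active = inhibition above a per-campaign cutoff: mean of compounds within control limits plus 3 SD, cut at about 15% in these data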;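 note: 0% = median of all compound wells on the plate and 100% = blocking peptide control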
# KLK7 zymogen act: activators of human kallikrein-7 zymogen. activation, % at 7 µM. hit rate 0.9% among 370,000. purified proKLK7, EDANS-DABCYL substrate fluorescence; 100% is mature enzyme control, 0% vehicle. P49862;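 active = activation above the mean of all tested compounds plus 3 SD, computed per campaign excluding outliers beyond control limits, cut at about 13% in these data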
# Target sequence (P49862 whole entry, looked up): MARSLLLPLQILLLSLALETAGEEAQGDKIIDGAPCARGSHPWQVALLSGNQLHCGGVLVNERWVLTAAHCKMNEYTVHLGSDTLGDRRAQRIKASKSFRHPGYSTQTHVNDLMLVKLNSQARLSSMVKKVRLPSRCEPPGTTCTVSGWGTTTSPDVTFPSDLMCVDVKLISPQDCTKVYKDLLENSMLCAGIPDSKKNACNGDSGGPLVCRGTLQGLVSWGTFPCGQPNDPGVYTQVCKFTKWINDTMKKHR
# ADAM17 inh: inhibitors of human ADAM17 | recombinant ADAM17, EDANS/DABCYL FRET peptide cleavage | hit rate 0.83% among 370,000 | P78536 | AID 720648 | inhibition, % at 6.95 µM;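 active = inhibition above the mean of compounds lying between control limits plus 3 SD, set per campaign, cut at about 8.5% in these data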;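 note: 0% = DMSO-only wells as the low control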
# Target sequence (P78536 215-824 limits assumed): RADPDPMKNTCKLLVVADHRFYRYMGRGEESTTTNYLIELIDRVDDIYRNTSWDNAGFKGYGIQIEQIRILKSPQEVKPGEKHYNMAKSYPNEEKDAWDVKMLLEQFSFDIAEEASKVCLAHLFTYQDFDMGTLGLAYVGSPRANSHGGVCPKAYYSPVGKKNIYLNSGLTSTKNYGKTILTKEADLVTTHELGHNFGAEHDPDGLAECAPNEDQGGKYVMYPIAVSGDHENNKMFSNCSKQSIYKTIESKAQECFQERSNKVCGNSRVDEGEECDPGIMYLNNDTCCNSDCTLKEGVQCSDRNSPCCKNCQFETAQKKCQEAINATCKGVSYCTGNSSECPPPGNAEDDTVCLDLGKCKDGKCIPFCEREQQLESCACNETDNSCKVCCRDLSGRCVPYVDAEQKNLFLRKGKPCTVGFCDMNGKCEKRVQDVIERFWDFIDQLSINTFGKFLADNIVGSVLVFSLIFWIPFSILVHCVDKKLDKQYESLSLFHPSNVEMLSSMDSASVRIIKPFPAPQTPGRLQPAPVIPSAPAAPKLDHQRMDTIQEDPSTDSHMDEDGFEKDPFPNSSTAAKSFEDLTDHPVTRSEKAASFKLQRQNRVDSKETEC
# ARFGAP1 inhibitor: inhibitors of rat ARFGAP1; inhibition, % at 16.5 µM; Arfgap1-stimulated ARF1 GTP hydrolysis, GDP FP detection; Q62848; hit rate 0.26% among 360,000; AID 651572;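 active = inhibition above a per-plate limit, mean inhibition of low control wells plus 3 SD, cut at about 25% in these data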;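 note: 0% = DMSO wells with enzyme and 100% = wells lacking Arfgap1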
# Target sequence (Q62848 1-136 limits assumed): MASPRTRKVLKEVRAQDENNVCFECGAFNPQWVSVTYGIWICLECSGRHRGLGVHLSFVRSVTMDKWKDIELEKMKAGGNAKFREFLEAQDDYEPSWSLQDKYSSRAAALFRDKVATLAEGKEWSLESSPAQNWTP
#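 material = rat Arfgap1 catalytic domain, aa 1-136 | also added = human ARF1(Δ1-17)-GTP substrate | compound dosing = one concentration, 16.5 µM, DMSO 1.26% | times = GTP hydrolysis reaction 2 h at 25 °C | measured by = FP, GDP Alexa 633 tracer displaced from anti-GDP antibody, 620/688 nm | evaluation = percent inhibition of Arfgap1-stimulated GTP hydrolysis | replication = single well per compound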
# Starred values were filed as active, the others as inactive.
SMILES,LEDGF integ inh,Tn7 DDE FP,ADAM10 inh,TDP2 inh,PLCg1 inh,ASAP1 inh,DDE Tn6 FP inh,KLK7 zymogen act,ADAM17 inh,ARFGAP1 inhibitor
CC(C)CNC(=O)/C=C/C=C/CCCC/C=C/c1ccc2c(c1)OCO2,1,-5,-4,2,1,12,-4,0.1,-2,9
CCCNC(=O)C1(C)CCCN(Cc2cccc3ccccc23)C1 (stereo unspecified),-1,8,-1,4,-1,-11,5,0.7,-3,3
O=C1c2ccccc2[C@@H]2C[C@H]3O[C@H]3CCN12,4,2,2,6,2,-4,-4,0.2,-3,3
O=c1c(CN2CCN(Cc3ccccc3F)C(CCO)C2)coc2ccccc12 (stereo unspecified),0,0,-11,-6,-7,-3,-4,0.2,-7,-3
S=c1nc(-c2ccc(Br)cc2)[nH]c2ccccc12,-2,3,-2,-6,0,10,5,-0.2,-4,-9
COc1ccc(NC(=O)c2c[nH]c(=O)n(-c3ccc(C)c(C)c3)c2=O)cc1OC,-3,-7,-4,16,-2,-3,-11,0.0,-2,-1
O=C(Nc1ccc(F)cc1)c1ccc(S(=O)(=O)NCC2CCCO2)cc1 (stereo unspecified),1,3,3,5,0,14,-1,0.2,3,-4
COc1cccc(CC2(CO)CCCN(S(=O)(=O)N(C)C)C2)c1 (stereo unspecified),1,-6,-3,17,3,-3,3,-0.8,1,14
O=C(COc1cc2oc(=O)c3c(c2cc1Cl)CCC3)N1C[C@H]2C[C@@H](C1)c1cccc(=O)n1C2,5,-8,-100,1,0,3,-7,0.0,-26,1
CC(C)c1ccc(N)c(S(=O)(=O)O)c1,-2,1,1,10,-2,0,-6,0.4,-5,-1
COC(=O)/C(NC(C)=O)=C(\C)c1ccc(Cl)cc1,1,3,-9,1,2,7,3,-0.1,-1,16
CCN1CCN(C(=O)C2CC(=O)N(c3ccc(Cl)cc3)C2)CC1 (stereo unspecified),6,-1,10,-4,4,-17,-1,0.1,4,-7
COc1cc(CC(=O)O)ccc1OCc1ccccc1,0,-4,-3,15,-1,3,-4,-0.3,-2,-8
CCOC(=O)C1CCN(C(=O)CN2C(=O)c3ccccc3S2(=O)=O)CC1,0,-5,-5,11,2,-5,-4,0.8,-1,-6
CN(CC(=O)Nc1ccc(N2CCOCC2)cc1)C(=O)CCNC(=O)c1ccccc1Cl,-6,0,-3,-10,3,2,-4,0.0,-3,-14
Cc1cc(Cl)ccc1NC(=S)Nc1ccccn1,0,2,4,10,1,-6,-1,0.6,1,6
COc1ccccc1C(=O)NCCCN1CCCC1=O,-4,6,-6,-1,1,-8,-1,0.4,-5,-7
Cc1ccc(C)c(NC(=O)CN(C)C(=O)C2CCCC2)c1,-2,-5,-10,4,2,-20,1,-0.5,-1,-3
COc1ccccc1-n1nnnc1SCC(=O)N(CC(C)C)C1CCS(=O)(=O)C1 (stereo unspecified),-3,6,6,6,-3,-1,2,-0.7,1,6
COc1ccc(NC(=O)/C=C/c2cccc(C(F)(F)F)c2)cn1,-2,1,-2,1,-2,6,-3,-0.1,2,8
Cc1ccc(S(=O)(=O)N(C)C(=O)NC(=O)NS(=O)(=O)c2ccccc2)cc1,-1,2,-2,5,1,4,1,-0.2,-2,-10
CCOc1ccc2nc(COC(=O)c3cccs3)c(C(C)=O)[n+]([O-])c2c1,-3,-1,-13,17,-14,-6,1,0.8,-3,-5
Cc1[nH]c2ccccc2c1C(=O)NS(=O)(=O)Nc1ccccc1,1,-4,5,-16,3,-1,10,-0.1,2,7
Cc1ccc([C@@H]2C[C@H]3[C@@H](CN2S(=O)(=O)c2ccc(C)cc2)C(=O)C[C@@H](c2ccccc2)N3S(=O)(=O)c2ccc(C)cc2)cc1,2,-6,-2,-6,1,-11,4,0.5,2,3
O=C(COC(=O)c1ccccn1)NC1CCCCC1,-1,2,-3,-8,3,9,-7,-0.6,-2,-9
CC(C)C(C(=O)NCC1CCCO1)N(CC1CCCO1)C(=O)CNS(=O)(=O)c1ccccc1 (stereo unspecified),-3,4,2,3,2,-7,-7,-0.1,-5,3
CN1CCN(C(=O)/C(=C\c2ccccc2)c2ccccc2)CC1,1,8,7,-12,0,4,-10,-0.2,3,6
Cc1cccc(NS(=O)(=O)c2cccc(C(=O)NCC3(N4CCOCC4)CCCCC3)c2)c1,-4,6,-9,4,1,-9,-4,1.2,1,-15
O=C(COc1ccc(Cl)cc1Cl)NCCCN1CCOCC1,-4,-6,-9,-2,3,13,-4,-0.3,-4,-8
O=C(NCCS(=O)(=O)N1CCN(c2ccccc2F)CC1)c1c(F)cccc1F,1,3,2,-3,-2,-7,6,0.3,0,6
Cc1ccc(S(=O)(=O)NNC(=O)c2csnn2)cc1,-1,7,0,-8,6,12,-3,0.0,-3,2
COc1cc(OC)cc(C(=O)NCC(=O)Nc2ccc(C)c(Cl)c2)c1,-5,1,-2,-6,-3,-11,-5,-0.2,1,7
CC1=NNC(=O)C1Oc1ccccc1 (stereo unspecified),-3,-7,-7,-1,4,-7,-3,-0.2,-6,19
COc1ccccc1NC(=O)CCC(=O)N(Cc1ccc(OC)c(OC)c1)c1nccs1,4,-3,4,-8,5,-9,7,-0.4,1,24
Cc1ccc(NC(=O)COC(=O)CN2C(=O)COc3ccccc32)cc1,0,-1,3,-11,5,11,-7,0.1,2,2
O=C(NCC1COc2ccccc2O1)C1C2C=CC3(CN(Cc4ccccc4Cl)C(=O)C13)O2 (stereo unspecified),-2,7,-4,-2,1,-1,7,-0.3,1,-3
O=[N+]([O-])c1cc([N+](=O)[O-])c(Oc2c(F)ccc(F)c2F)cc1NN1CCCCC1,3,2,0,6,2,-9,-3,0.3,-5,3
CC1CC(=O)Nc2ccccc2N1S(=O)(=O)c1cccc(F)c1 (stereo unspecified),3,3,-2,-1,-2,9,5,0.0,-9,-3
CCOC(=O)[C@]12CCC=C1N(Cc1ccc(Cl)cc1Cl)C(=O)[C@H](CC(=O)NCc1cccc3ccccc13)C2,1,-5,6,4,2,-7,3,-0.2,2,1
CCC(=O)c1ccc(OCC(=O)OCC(=O)N2c3ccccc3NC(=O)C2(C)C)cc1,6,-4,2,-3,3,1,7,0.5,0,-3
CCSC1=N/C(=C\c2ccccc2)C(=O)N1c1ccc(OC)cc1,2,3,-11,-19,-54,14,-3,0.2,-12,12
COCCn1c(N)c(C(=O)c2cccc(S(=O)(=O)N3CCCCCC3)c2)c(=O)[nH]c1=O,-1,6,-9,2,-2,-14,-6,0.1,-6,0
CCOc1ccc(S(=O)(=O)Nc2cccc(-c3ccc(N4CCCCCC4)nn3)c2)cc1,3,-3,6,-2,3,-5,-16,0.5,3,-14
CCc1ccc(Nc2nnc(SCC(=O)N(C)C3CCS(=O)(=O)C3)s2)cc1 (stereo unspecified),0,-3,-3,7,2,11,-4,-0.3,-1,2
CN1CCN(c2ccc(S(=O)(=O)N3CCCCC3)cc2[N+](=O)[O-])CC1,-4,3,5,17,0,-3,2,0.5,-3,2
CCN(C(=O)COC(=O)c1nc(Cl)ccc1Cl)C1CCS(=O)(=O)C1 (stereo unspecified),5,-8,2,-13,4,3,-5,-0.1,-2,18
COc1ccc(CCNC(=O)c2ccc(N(C)S(=O)(=O)c3ccccc3)cc2)cc1,1,-1,1,5,-2,-3,-5,0.0,-1,-13
O=C(COC(=O)c1ccccc1NS(=O)(=O)c1cccs1)NC1CCCCC1,1,-2,-6,9,-7,-1,5,-0.8,-5,-10
Nc1nc(N)c(-c2cccc(C(F)(F)F)c2)c(Cc2cccc(C(F)(F)F)c2)n1,3,-2,37*,-13,4,9,0,-0.5,15*,0
COC(/C=C/Nc1ccc(C)c(C)c1)=C(C#N)C#N,-4,9,-1,0,1,0,1,-0.7,-7,5
C=CCn1c(SCC(=O)NC2CCCC2)nc2sc(C)cc2c1=O,3,3,-6,-9,0,5,-3,0.3,-2,-4
Cc1cc(C)nc(SCc2cc(=O)c(OC(=O)c3ccc(Cl)c([N+](=O)[O-])c3)co2)n1,-1,-3,-2,-1,2,11,1,0.3,1,8
COCCN(C(=O)c1cc2c(s1)CCC2)c1c(N)n(CC(C)C)c(=O)[nH]c1=O,-2,5,-23,6,-4,0,0,0.6,-7,0
CCOc1ccccc1NC(=O)COC(=O)/C=C/c1cccs1,0,-2,-1,-8,0,9,1,0.7,4,-2
CNS(=O)(=O)c1ccc(C(C)(C)C)cc1,2,-2,6,-7,5,5,2,-0.7,2,17
CC(=O)c1ccc(-c2nnc(CCC(=O)N(C)Cc3c(C)nc4ccccn34)o2)s1,-1,-3,-1,14,-23,-3,11,0.4,-5,-2
CCOc1ccc(NC(=O)CSc2nnc(-c3ccco3)n2C)cc1,0,-2,0,-7,-1,-5,6,-0.5,-1,2
CCOc1ccc2nc(NC(=O)/C=C/c3ccc4c(c3)OCO4)sc2c1,-2,5,-9,-4,-6,-7,3,-2.3,-4,3
CN1CCN(C(=O)CN(c2cc(C(F)(F)F)ccc2Cl)S(C)(=O)=O)CC1,-1,2,6,6,5,6,-2,0.2,-1,3
CCOc1ccc(NS(=O)(=O)c2ccc(NC(=O)C3CC3)cc2)cc1,-1,2,-1,10,-1,10,-1,0.0,2,10

# The final two entries of the section above lead into the next:
SMILES,LEDGF integ inh,Tn7 DDE FP,ADAM10 inh,TDP2 inh,PLCg1 inh,ASAP1 inh,DDE Tn6 FP inh,KLK7 zymogen act,ADAM17 inh,ARFGAP1 inhibitor
CN1CCN(C(=O)CN(c2cc(C(F)(F)F)ccc2Cl)S(C)(=O)=O)CC1,-1,2,6,6,5,6,-2,0.2,-1,3
CCOc1ccc(NS(=O)(=O)c2ccc(NC(=O)C3CC3)cc2)cc1,-1,2,-1,10,-1,10,-1,0.0,2,10
COCCN=C1N[C@@H](c2cccc(C(F)(F)F)c2)C(C(=O)OC)=C(C)N1Cc1ccccc1,1,-6,2,-10,-2,1,3,1.2,3,1
O=Cc1ccccc1OCCOc1ccccc1C=O,4,5,-23,6,0,-3,-5,0.0,-11,3
O=C(C1CCC(=O)N(C2CCCC2)C1)N1CCN(c2ccccc2Cl)CC1 (stereo unspecified),4,-4,-6,-6,-1,-5,-5,0.7,-6,2
CCOC(=O)c1sc(Nc2nc(OC)cc(OC)n2)nc1C,3,-3,-7,4,-4,7,-1,-0.3,-3,-8
